Screening results: PubChem BioAssay, National Center for Advancing Translational Sciences (NCATS)
GALK inh = qHTS Assay for Inhibitors of Human Galactokinase (GALK) | P51570 | Purified GALK, Kinase-Glo residual ATP luminescence | Potency, µM (highest dose often 57.5 µM), inactives show top-dose activity change, negative = inhibition, hits mostly inhibitors | 270,000 tested, 0.007% active | AID 1868, 2009; note: potency is the fitted concentration of half-maximal effect; % is set by controls: 0 for no effect and ±100 for the full control effect
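Luminescence from leftover ATP (Ultra-Glo luciferase/luciferin) served as read-out after a 1 h room-temperature reaction of 5 nM GALK with 35 uM ATP and 100 uM galactose.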
TRPV1 ag = HTS Assay for Compounds that Act as Agonists of the Vanilloid Receptor 1. TRPV1-expressing cells, Fluo-8 calcium influx, agonist mode. Transient receptor potential cation channel subfamily V member 1 (Homo sapiens), Q8NER1. 320,000 tested, 0.19% active. AID 540275, 2011. activation, % at 8.33 µM; in the data active = activation above about 80%; inconclusive = between about 30% and that limit; note: 0% is about no effect
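TRPV1-expressing cells were cultured overnight at 35.5C and loaded with Fluo-8 calcium dye for 40 to 90 min at room temperature. After a 10 s baseline, compound was added and calcium influx was read kinetically for 3 min (ex 480/em 520 nm).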
FBPA coupling cs = qHTS Assay for Inhibitors of Fructose-1,6-bisphosphate Aldolase from Giardia Lamblia: Coupling assay counterscreen | coupling enzyme system counterscreen, AmpLite Red fluorescence | activity change, negative = inhibition, % at 58.2 µM, hits read low | 290,000 tested, 0.67% active | AID 2472, 2010; in the data active = activity change below about -30%; note: % is set by controls: 0 for no effect and ±100 for the full control effect
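First, compound is pin-transferred into glyceraldehyde-3-phosphate coupling-enzyme reagent at 57.5 uM final and held 10 min at RT. Next, substrate, coupling system and AmpLite Red are added. After 20 min RT, fluorescence (525/598 nm) is read.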
KCNH2 3.1 inh = qHTS for Inhibitors of KCHN2 3.1: Mutant qHTS | AID 720553, 2013 | Potassium voltage-gated channel subfamily H member 2, brain isoform KCNH2 3.1 (human) | activity change, % (tested at about 1.8 µM) | U2OS KCNH2 3.1, thallium flux FluxOr; hits give low values | 340,000 tested, 0.95% active;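 active = maximum activity change below -70%; inconclusive = maximum activity change from -70% to -50%; inactive = maximum activity change above -50%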;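 note: thallium influx rate constant from kinetic fluorescence after stimulation buffer; % is set by controls: 0 for no effect and ±100 for the full control effect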
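U2OS cells transduced with KCNH2 3.1 mutant virus (1.77 x 10^8 /mL, 4 h), plated overnight at 37 C, loaded 45 min with FluxOr dye plus Red40 quencher. Thallium flux rate constant from kinetic reads after stimulation buffer, normalised to controls.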
Menin MLL FP TR = qHTS Assay for Inhibitors Targeting the Menin-MLL Interaction in MLL Related Leukemias: Competition With Texas Red Labeled MLL-derived Mutant Peptide | O00255 | Menin + Texas Red MLL mutant peptide, fluorescence polarization | Potency, µM (series often up to 61.6 µM), inactives show at the top dose FP activity change, negative = inhibition, usual class: inhibitors | 270,000 tested, 0.23% active | AID 1768, 2009; active = well fitted inhibition curve with a large enough effect in the polarisation, with a control signal flat, not every such curve was filed as active; inconclusive = small, poorly fitted or top-dose-only effect, or effect the other way, or a change in a side signal; inactive = no such curve, though single readings can be large or run the other way; the % refers to the polarisation; note: potency is the fitted concentration of half-maximal effect; % of control where 0% means no effect; many of its hits are not listed in these tables
USP2a block = qHTS Assay for Inhibitors of Ubiquitin-specific Protease USP2a Using CHOP2 as the Reporter. AID 463254, 2010. 330,000 tested, 0.01% active. Potency, µM (doses to about 38.3 µM), for the others: at the top dose activity change, negative = inhibition, hits mostly inhibitors. Ubiquitin carboxyl-terminal hydrolase 2 (Homo sapiens), O75604. USP2 core, Ub-CHOP2 coupled fluorogenic reporter, 485/531;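 note: potency is the fitted concentration of half-maximal effect; plate controls were DMSO wells for no effect and full inhibition by NEM control for full effect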
Target sequence (O75604 whole entry, looked up): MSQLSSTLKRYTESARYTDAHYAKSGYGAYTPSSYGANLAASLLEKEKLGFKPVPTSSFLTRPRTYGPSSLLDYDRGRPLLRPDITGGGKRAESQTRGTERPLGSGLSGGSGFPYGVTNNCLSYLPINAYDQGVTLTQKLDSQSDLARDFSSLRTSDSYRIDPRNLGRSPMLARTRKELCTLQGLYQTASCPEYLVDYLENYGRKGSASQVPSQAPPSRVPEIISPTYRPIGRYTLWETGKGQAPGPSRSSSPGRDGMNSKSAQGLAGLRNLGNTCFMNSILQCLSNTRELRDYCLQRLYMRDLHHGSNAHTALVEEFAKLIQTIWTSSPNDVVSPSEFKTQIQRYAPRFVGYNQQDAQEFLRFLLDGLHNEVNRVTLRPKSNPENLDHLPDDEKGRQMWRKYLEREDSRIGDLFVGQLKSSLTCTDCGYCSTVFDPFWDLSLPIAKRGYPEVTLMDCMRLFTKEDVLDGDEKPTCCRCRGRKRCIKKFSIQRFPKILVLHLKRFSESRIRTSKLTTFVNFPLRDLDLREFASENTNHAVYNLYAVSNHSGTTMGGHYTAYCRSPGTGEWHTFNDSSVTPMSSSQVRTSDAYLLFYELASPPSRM
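Deubiquitinase activity read as fluorescence (485/531 nm) after Ub-CHOP2 cleavage activates the enterokinase reporter on its substrate; USP2 core 10nM, Ub-CHOP2 and substrate 25nM each, 30min compound preincubation then 60min RT; data normalized to NEM, curves fitted.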
B2AR arrestin = qHTS assay of beta-arrestin-biased ligands of beta2-adrenergic receptor; Beta-2 adrenergic receptor (Homo sapiens), P07550; beta-arrestin recruitment to beta2AR, cell-based reporter; Potency, µM (titrated, usually from 46.1 µM), for inactives: at the top dose activation, most hits filed as activators; 330,000 tested, 0.02% active; AID 492947, 2010;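 note: potency is the fitted concentration of half-maximal effect; 0% = DMSO controls and full agonism = EC100 isoproterenol or metaproterenol; nearly all actives have a fitted effect of over 65% in size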
Target sequence (P07550 whole entry, looked up): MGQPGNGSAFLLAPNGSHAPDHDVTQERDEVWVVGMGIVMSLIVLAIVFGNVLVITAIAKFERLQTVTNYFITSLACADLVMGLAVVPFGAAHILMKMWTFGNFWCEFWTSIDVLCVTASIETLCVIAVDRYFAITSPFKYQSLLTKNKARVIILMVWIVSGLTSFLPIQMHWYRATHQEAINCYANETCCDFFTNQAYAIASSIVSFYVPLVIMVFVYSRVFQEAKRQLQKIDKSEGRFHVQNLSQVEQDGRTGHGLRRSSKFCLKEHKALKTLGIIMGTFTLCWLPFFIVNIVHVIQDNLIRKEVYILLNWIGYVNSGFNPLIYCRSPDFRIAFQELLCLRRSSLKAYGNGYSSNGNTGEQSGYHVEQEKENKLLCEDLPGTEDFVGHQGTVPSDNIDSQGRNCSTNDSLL
PKM2 activator = qHTS Assay for Activators of Human Muscle isoform 2 Pyruvate Kinase | Potency, µM (series often up to 57.5 µM), without a hit: at the highest dose activation, usual class: activators | AID 1631, 2009 | 260,000 tested, 0.34% active | purified PKM2, Kinase-Glo ATP luminescence, activation; response scale: 0% is enzyme alone, no compound; note: potency is the fitted concentration of half-maximal effect; % is set by controls: 0 for no effect and ±100 for the full control effect; nearly all actives have a fitted effect of over 55% in size
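Kinase-Glo luminescence reports ATP generated from ADP (0.1 mM) and PEP (0.5 mM) by purified hPK-M2 after 1 h at room temperature, pH 7.2 imidazole buffer; intermediate enzyme activity allows detecting inhibitors and activators.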
Giardia killer = Small Molecules that selectively kill Giardia lamblia: qHTS; Giardia lamblia trophozoite viability; activity change, % at 7.66 µM, hits read low; 340,000 tested, 0.15% active; in the data active = activity change below about -80%; inconclusive = between about -30% and that limit;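 note: parasites exposed to compound for two days anaerobically before the ATP read; % is set by controls: 0 for no effect and ±100 for the full control effect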
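Trophozoite viability was measured as ATP-dependent luminescence, read 15-30 min after reagent addition. Before that, parasites at 100 cells/well were exposed to compounds for 48 h, anaerobically, at 37 deg C.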
KCNH2 WT inh = qHTS for Inhibitors of KCHN2 3.1: Wildtype qHTS; Voltage-gated inwardly rectifying potassium channel KCNH2 (Homo sapiens), Q12809; U2OS, BacMam KCNH2, thallium flux FluxOr; hits give low values; activity change, % at 1.84 µM; 340,000 tested, 0.37% active; AID 720551, 2013;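 active = maximum activity change below -70%; inconclusive = maximum activity change between -70% and -50%; inactive = maximum activity change above -50%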; note: % is set by controls: 0 for no effect and ±100 for the full control effect
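U2OS cells transduced with wild-type KCNH2 virus are loaded with FluxOr dye for 45 min, and thallium flux is measured in kinetic reads before and after stimulation buffer. Rate constants are normalized to DMSO controls.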
CXXC DNA block = qHTS Fluorescence Polarization Assay for Inhibitors of MLL CXXC domain - DNA interaction | Histone-lysine N-methyltransferase 2A (Homo sapiens), Q03164 | MLL-CXXC / FITC-HOXA9 DNA fluorescence polarization | Potency, µM (highest dose often 115 µM), without a hit: top-dose activity change, negative = inhibition, usual class: inhibitors | 290,000 tested, 0.037% active; active = well fitted inhibition curve with a large enough effect in the polarisation, with a control signal flat, not every such curve was filed as active; inconclusive = small, poorly fitted or top-dose-only effect, or effect the other way, or a change in a side signal; inactive = no such curve, though single readings can be large or run the other way; the % refers to the polarisation; note: potency is the fitted concentration of half-maximal effect
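Steps: dispense CXXC domain solution (7 uM) → pin compounds or unlabeled HOX-A9 DNA control → 5 min ambient → add FLSN-HOX-A9 solution (50 nM) → spin → 30 min ambient → fluorescence polarization. Tris pH 7.5/NaCl/DTT/BSA buffer.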
* = called active by the depositor; [ ] = remark or other dose. Unless noted, calls come from the whole dose curve; as a rule, active = well fitted curve in the direction sought with a large enough effect; inconclusive = small, poorly fitted or top-dose-only effect, or another doubt; inactive = no such curve, though single readings can be large; an effect the other way counts as inactive or inconclusive.

Results for O=C(NCCN1C(=O)S/C(=C\c2cccnc2)C1=O)C1CC(=O)N(Cc2ccco2)C1 (stereo not given) ?
GALK inh: 13%; TRPV1 ag: -2; FBPA coupling cs: 0; KCNH2 3.1 inh: 2; Menin MLL FP TR: 2%; USP2a block: -2%; B2AR arrestin: 0.2%; PKM2 activator: -4%; Giardia killer: -7; KCNH2 WT inh: 4; CXXC DNA block: 0%

How did COCCN(C(=O)CNC(=O)c1cccs1)C(C(=O)NC1CCCC1)c1cccs1 (stereo not given) do in these assays?
GALK inh: 3%; TRPV1 ag: 0; FBPA coupling cs: 5; KCNH2 3.1 inh: 25; Menin MLL FP TR: -1%; USP2a block: 2%; B2AR arrestin: -0.1%; PKM2 activator: 0%; Giardia killer: -5; KCNH2 WT inh: 0; CXXC DNA block: -1%

How did CCOC(=O)N1CCC(NC(=O)CCc2c(C)nc3nc(C)nn3c2C)CC1 do in these assays?
GALK inh: 0%; TRPV1 ag: -1; FBPA coupling cs: 1; KCNH2 3.1 inh: 11; Menin MLL FP TR: -5%; USP2a block: 1%; B2AR arrestin: 0.0%; PKM2 activator: -7%; Giardia killer: 9; KCNH2 WT inh: 1; CXXC DNA block: 1%

What do the screens show for `C1=C(c2ccc(-c3ccccc3)cc2)Nc2ncnn2C1c1ccco1` (stereo not given)?
GALK inh: 2%; TRPV1 ag: 12; FBPA coupling cs: 6; KCNH2 3.1 inh: -13; Menin MLL FP TR: inconclusive; USP2a block: inconclusive; B2AR arrestin: 0.5%; PKM2 activator: 1%; Giardia killer: 8; KCNH2 WT inh: -12; CXXC DNA block: inconclusive

How did CCOCC(=O)Nc1ccc(Br)c(C)c1 do in these assays?
GALK inh: -1%; TRPV1 ag: 20; FBPA coupling cs: 0; KCNH2 3.1 inh: 2; Menin MLL FP TR: 2%; USP2a block: 2%; B2AR arrestin: 0.1%; PKM2 activator: -1%; Giardia killer: -6; KCNH2 WT inh: -2; CXXC DNA block: inconclusive

What do the screens show for `Cc1noc(C)c1COC(=O)c1ccccc1NC(=O)Cc1ccccc1`?
GALK inh: 12%; TRPV1 ag: 8; FBPA coupling cs: 12; KCNH2 3.1 inh: -2; Menin MLL FP TR: -11%; USP2a block: -9%; B2AR arrestin: -0.1%; PKM2 activator: -3%; Giardia killer: 1; KCNH2 WT inh: 6; CXXC DNA block: -2%

How did Cc1ccc(OCc2cc(C(=O)NC(C)Cc3cccc(C)n3)no2)cn1 (stereo not given) do in these assays?
GALK inh: 0%; TRPV1 ag: 1; KCNH2 3.1 inh: 28; USP2a block: 3%; B2AR arrestin: 0.1%; Giardia killer: 6; KCNH2 WT inh: -7; CXXC DNA block: 0%

How did COc1ccc(-c2nc(CS(=O)CC(=O)NC3CCCCC3)c(C)o2)cc1 (stereo not given) do in these assays?
GALK inh: -1%; TRPV1 ag: 1; KCNH2 3.1 inh: 14; USP2a block: 3%; B2AR arrestin: -0.7%; Giardia killer: -10; KCNH2 WT inh: 2; CXXC DNA block: 9%

Results for Cc1cccc(C(=O)NNC(=O)CCn2nnc3ccccc32)c1 ?
GALK inh: -1%; TRPV1 ag: 3; FBPA coupling cs: -1; KCNH2 3.1 inh: 7; Menin MLL FP TR: 11%; USP2a block: 2%; B2AR arrestin: -1.0%; PKM2 activator: 4%; Giardia killer: 9; KCNH2 WT inh: -6; CXXC DNA block: -1%

What do the screens show for `CN(C(=O)COC(=O)c1ccccc1OCc1ccc(Cl)cc1)c1c(N)n(Cc2ccccc2)c(=O)[nH]c1=O`?
TRPV1 ag: 4; KCNH2 3.1 inh: -6; USP2a block: -7%; B2AR arrestin: -0.1%; Giardia killer: 15; KCNH2 WT inh: -4

What do the screens show for `COc1ccc(CNC(=O)C/C(C)=N/NC(=O)c2ccccc2OC)cc1`?
GALK inh: -1%; TRPV1 ag: 1; FBPA coupling cs: 0; KCNH2 3.1 inh: 7; Menin MLL FP TR: -2%; USP2a block: 2%; B2AR arrestin: -0.1%; PKM2 activator: 0%; Giardia killer: -16; KCNH2 WT inh: 2; CXXC DNA block: 2%

How did CCn1cnc2c(cnn2-c2ccccc2)c1=O do in these assays?
GALK inh: 0%; TRPV1 ag: 11; FBPA coupling cs: -1; KCNH2 3.1 inh: -5; Menin MLL FP TR: -21%; USP2a block: 7%; B2AR arrestin: -0.8%; PKM2 activator: -5%; Giardia killer: 16; KCNH2 WT inh: -10; CXXC DNA block: 11%

How did COc1ccc(NC(=O)c2cccc(S(=O)(=O)N3CCN(c4ccccc4)CC3)c2)c(OC)c1 do in these assays?
TRPV1 ag: -1; KCNH2 3.1 inh: -14; USP2a block: -2%; B2AR arrestin: 0.2%; Giardia killer: 4; KCNH2 WT inh: -4

How did O=C(c1cn(Cc2ccccc2)nc1-c1cccnc1)N1CCN(Cc2ccccc2)CC1 do in these assays?
TRPV1 ag: 1; KCNH2 3.1 inh: -6; USP2a block: 4%; B2AR arrestin: 1.0%; Giardia killer: 18; KCNH2 WT inh: 0

How did COc1cccc(-n2cnc(=O)c3cccnc32)c1 do in these assays?
GALK inh: 0%; TRPV1 ag: -1; FBPA coupling cs: 1; KCNH2 3.1 inh: 4; Menin MLL FP TR: 1%; USP2a block: 3%; B2AR arrestin: -0.1%; PKM2 activator: 0%; Giardia killer: -8; KCNH2 WT inh: inactive; CXXC DNA block: 10%

Results for CCOC(=O)N1CCN(c2ccc(C(C)=O)cc2F)CC1C (stereo not given) ?
GALK inh: 3%; TRPV1 ag: 16; FBPA coupling cs: -1; KCNH2 3.1 inh: 0; Menin MLL FP TR: 0%; USP2a block: 0%; B2AR arrestin: 0.1%; PKM2 activator: 20%; Giardia killer: -24; KCNH2 WT inh: 12; CXXC DNA block: -6%

What do the screens show for `COCCNC(=O)Cc1ccc(F)cc1`?
GALK inh: -1%; TRPV1 ag: -1; FBPA coupling cs: -2; KCNH2 3.1 inh: -3; Menin MLL FP TR: -29%; USP2a block: 0%; B2AR arrestin: -0.9%; PKM2 activator: 0%; Giardia killer: -1; KCNH2 WT inh: -24; CXXC DNA block: 2%

How did NS(=O)(=O)c1cc(C(=O)N2CCNC(=O)C2)ccc1Cl do in these assays?
GALK inh: -1%; TRPV1 ag: 2; FBPA coupling cs: 1; KCNH2 3.1 inh: -2; Menin MLL FP TR: -17%; USP2a block: -3%; B2AR arrestin: 0.2%; Giardia killer: 2; KCNH2 WT inh: -4; CXXC DNA block: -3%

What do the screens show for `CC(=O)c1cccc(NC(=O)Cn2cnc(S(=O)(=O)N3CCc4ccccc43)c2)c1`?
GALK inh: -1%; TRPV1 ag: 1; FBPA coupling cs: -2; KCNH2 3.1 inh: 1; Menin MLL FP TR: 11%; USP2a block: 3%; B2AR arrestin: -0.9%; PKM2 activator: -7%[0.46 µM]; Giardia killer: 8; KCNH2 WT inh: 0; CXXC DNA block: -2%

How did FC(F)(F)c1nnc(-c2ccccc2)nc1Sc1ccc(Cl)cc1 do in these assays?
GALK inh: -3%; TRPV1 ag: 1; FBPA coupling cs: 4; KCNH2 3.1 inh: 6; Menin MLL FP TR: 10%; USP2a block: 1%; B2AR arrestin: -0.2%; PKM2 activator: -3%; Giardia killer: -10; KCNH2 WT inh: -3; CXXC DNA block: -4%

What do the screens show for `O=C(CSCC(=O)NCc1ccco1)NCc1ccco1`?
GALK inh: 1%; TRPV1 ag: -2; FBPA coupling cs: 5; KCNH2 3.1 inh: -8; Menin MLL FP TR: -3%; USP2a block: 0%; B2AR arrestin: -0.2%; PKM2 activator: 4%; Giardia killer: 3; KCNH2 WT inh: -15; CXXC DNA block: -3%

These rows are one share of the data, so the mix of outcomes need not match the whole.
